TrxR1 inh = qHTS Assay for Inhibitors of Mammalian Selenoprotein Thioredoxin Reductase 1 (TrxR1): qHTS; Thioredoxin reductase 1, cytoplasmic (Rattus norvegicus), O89049; recombinant rTrxR1, NADPH fluorescence consumption, selenite substrate; Potency, µM (highest dose often 114 µM), inactives show at the highest dose activity change, negative = inhibition, actives largely listed as inhibitors; 390,000 tested, 1% active; note: potency is the fitted concentration of half-maximal effect; % is set by controls: 0 for no effect and ±100 for the full control effect; nearly all actives have a fitted effect of over 65% in size
Target sequence (O89049 whole entry, looked up): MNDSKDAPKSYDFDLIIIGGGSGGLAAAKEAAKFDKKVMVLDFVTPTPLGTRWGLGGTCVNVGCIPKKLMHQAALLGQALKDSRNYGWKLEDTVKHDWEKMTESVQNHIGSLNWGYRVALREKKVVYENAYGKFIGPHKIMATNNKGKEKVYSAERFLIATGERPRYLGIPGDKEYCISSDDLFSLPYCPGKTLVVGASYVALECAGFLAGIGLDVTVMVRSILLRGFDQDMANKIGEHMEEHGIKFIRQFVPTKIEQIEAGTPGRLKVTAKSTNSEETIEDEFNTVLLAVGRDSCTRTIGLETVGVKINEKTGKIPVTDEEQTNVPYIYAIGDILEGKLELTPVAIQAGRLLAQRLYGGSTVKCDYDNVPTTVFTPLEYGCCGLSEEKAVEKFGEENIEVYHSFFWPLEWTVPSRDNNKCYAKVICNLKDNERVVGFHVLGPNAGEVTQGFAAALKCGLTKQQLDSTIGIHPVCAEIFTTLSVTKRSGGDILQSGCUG
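Rat TrxR1 (90 nM in the dispensed reagent) was pre-reduced with 400 uM NADPH for 5 min at room temperature, then incubated with compound for 15 min. After 400 uM selenite was added, NADPH fluorescence (Ex 340/Em 450 nm) was followed for 8 min.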
TrxR1 substrate = qHTS Assay for Substrates of Mammalian Selenoprotein Thioredoxin Reductase 1 (TrxR1): qHTS. Potency, µM (highest dose often 114 µM), for inactives: at the top dose activity change, negative = substrate turnover. Thioredoxin reductase 1, cytoplasmic (Rattus norvegicus), O89049. 390,000 tested, 0.01% active. purified TrxR1 substrate turnover, NADPH consumption readout; note: potency is the fitted concentration of half-maximal effect; % is set by controls: 0 for no effect and ±100 for the full control effect; nearly all actives have a fitted effect of over 50% in size
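Rat TrxR1, dispensed at 90 nM, was prereduced with 400 uM NADPH (final) for 5 min at ~22 deg C, then incubated with compound 15 min before 400 uM selenite. A first-read NADPH fluorescence drop versus no-compound background flagged substrates.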
Vif-A3F inh = qHTS for Inhibitors of Vif-A3F Interactions: qHTS. HeLa A3F-eYFP + Vif (tagged APOBEC3F with the HIV-1 protein that degrades it), YFP fluorescence increase. Potency, µM (top dose mostly 46.1 µM), inactives show at the highest dose activity, negative = active. 390,000 tested, 0.2% active; note: potency is the fitted concentration of half-maximal effect; % of control where 0% means no effect; nearly all actives have a fitted effect of over 65% in size
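Fluorescence increase (Ex 488/Em 500-530) after overnight compound treatment at 37 deg C flags inhibition of Vif-driven A3F-eYFP loss in stable HeLa A3F-eYFP/Vif cells seeded overnight beforehand.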
USP1 inh = Inhibitors of USP1/UAF1: Primary Screen; Ubiquitin carboxyl-terminal hydrolase 1 (Homo sapiens), O94782; recombinant USP1/UAF1, Ub-Rhodamine cleavage fluorescence; Potency, µM (top dose mostly 57.1 µM), for inactives: top-dose activity change, negative = inhibition, usual class: inhibitors; 390,000 tested, 0.23% active; note: potency is the fitted concentration of half-maximal effect; % is set by controls: 0 for no effect and ±100 for the full control effect; nearly all actives have a fitted effect of over 60% in size; inactives centre near -12
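High-throughput fluorogenic screen: 1nM USP1/UAF1 complex, Ub-Rho substrate 150nM final, 50mM HEPES pH 7.8 with 0.5mM EDTA, 0.1 mg/ml BSA, 1mM TCEP and 0.01% Tween-20.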
LDHA inh = qHTS assay for inhibitors of human lactate dehydrogenase; activity change, % (values are at about 110 or 230 µM); 480,000 tested, 0.15% active; purified LDHA, NADH/diaphorase-resazurin fluorescence; stronger effect = lower value; L-lactate dehydrogenase A chain (Homo sapiens), P00338; in the data active = activity change below about -30%; inconclusive = mostly about -25% to -30%;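 note: plate controls were DMSO wells for no effect and wells without enzyme for full effect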
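Human LDH5 at 2 nM final in Tris HCl pH 7.4 with 0.06 mM NADH and 0.2 mM pyruvate, reacted 5 minutes at room temperature. Remaining NADH coupled via diaphorase/resazurin; resorufin fluorescence read at 0 and 20 minutes, normalized to enzyme-free and DMSO wells.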
IDH1 R132H inh = qHTS for Inhibitors of mutant isocitrate dehydrogenase 1 (IDH1): qHTS; Isocitrate dehydrogenase [NADP] cytoplasmic (Homo sapiens), O75874; IDH1-R132H enzyme, NADPH consumption, diaphorase/resazurin fluorescence; Potency, µM (series often up to 76.6 µM), for the others: top-dose activity change, negative = inhibition, actives largely listed as inhibitors; 390,000 tested, 0.093% active; note: potency is the fitted concentration of half-maximal effect; % is set by controls: 0 for no effect and ±100 for the full control effect; nearly all actives have a fitted effect of over 65% in size
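IDH1-R132H (0.5 ug/mL) preincubated 30 min with compound, then NADPH (0.016 mM) and alpha-KG (2 mM) added; 80 min at RT, pH 7.5. Remaining NADPH coupled via diaphorase/resazurin to fluorescence (540/590 nm); concentration-response curves normalized to no-enzyme control.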
Vif-APOBEC3G blk = qHTS for Inhibitors of Vif-A3G Interactions: qHTS | Potency, µM (titrated, usually from 46.1 µM), for the others: at the top dose activity, negative = active, most hits filed as inhibitors | 410,000 tested, 0.076% active | DNA dC->dU-editing enzyme APOBEC-3G (Homo sapiens), Q9HC16 | HeLa A3G-eYFP + Vif (tagged APOBEC3G with the HIV-1 protein that degrades it), YFP fluorescence, overnight;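 note: potency is the fitted concentration of half-maximal effect; % is set by controls: 0 for no effect and ±100 for the full control effect; nearly all actives have a fitted effect of over 60% in size; hits raise eYFP signal because A3G escapes Vif-driven loss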
Target sequence (Q9HC16 whole entry, looked up): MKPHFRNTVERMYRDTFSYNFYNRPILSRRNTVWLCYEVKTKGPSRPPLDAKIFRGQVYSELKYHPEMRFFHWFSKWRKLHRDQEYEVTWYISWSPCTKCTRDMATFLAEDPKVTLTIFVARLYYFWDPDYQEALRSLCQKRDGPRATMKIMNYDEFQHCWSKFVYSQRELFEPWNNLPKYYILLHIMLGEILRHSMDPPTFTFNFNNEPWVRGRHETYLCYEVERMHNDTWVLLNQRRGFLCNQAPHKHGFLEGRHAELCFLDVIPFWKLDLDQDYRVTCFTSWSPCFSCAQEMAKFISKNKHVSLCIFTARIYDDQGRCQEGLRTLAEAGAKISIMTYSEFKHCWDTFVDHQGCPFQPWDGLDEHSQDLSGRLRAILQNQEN
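Read-out is eYFP fluorescence (Ex 488/Em 500-530) from Vif-expressing HeLa A3G-eYFP cells; more signal means A3G escaped Vif-mediated degradation. Cells plated overnight, compound pinned in, incubated overnight at 37 deg C.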
RGS4 inh = Inhibitors of Regulator of G Protein Signaling (RGS) 4: qHTS. Regulator of G-protein signaling 4 (Homo sapiens), P49798. Transcreener GDP fluorescence polarization, RGS4-accelerated GTP hydrolysis. Potency, µM (series often up to 114 µM), for inactives: top-dose activity change, negative = inhibition, usual class: inhibitors. 390,000 tested, 0.039% active; note: potency is the fitted concentration of half-maximal effect; % is set by controls: 0 for no effect and ±100 for the full control effect; nearly all actives have a fitted effect of over 75% in size; some results filed as inactive show a strong effect at the top dose
Target sequence (P49798 whole entry, looked up): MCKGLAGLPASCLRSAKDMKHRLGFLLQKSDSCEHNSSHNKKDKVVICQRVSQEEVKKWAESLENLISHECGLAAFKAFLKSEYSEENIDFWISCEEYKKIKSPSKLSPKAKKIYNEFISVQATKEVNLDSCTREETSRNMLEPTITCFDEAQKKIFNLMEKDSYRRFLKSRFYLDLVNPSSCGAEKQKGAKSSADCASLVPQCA
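MLSMR compounds (23 nl, pin-transferred) preincubated 10 min at room temperature with a 500nM (2x) first reagent, then RGS4 at 900nM (2x) plus Transcreener GDP mix added; fluorescence polarization (620/688 nm) read before and after 90 min at 30 °C.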
GRP78 ERSR act = qHTS for Inducers of the Endoplasmic Reticulum Stress Response (ERSR) in Human Glioma: qHTS; U87-MG GRP78 promoter luciferase reporter, 16 h; Potency, µM, for the others: at the top dose activation, actives largely listed as activators; 420,000 tested, 0.02% active; AID 602332, 2012; note: potency is the fitted concentration of half-maximal effect; series mostly up to about 76 µM; % of control where 0% means no effect; nearly all actives have a fitted effect of over 35% in size
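ERSR induction read as luciferase luminescence (Bright-Glo, 10 min at room temperature) in stably transfected human U87-MG glioma cells exposed to compounds for 16 h, using GRP78 as sensor.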
Active calls of the source: *; ? = inconclusive; . = not tested or not shown; & = joins results of further samples; [ ] = remark or other dose. Unless noted, calls come from the whole dose curve; as a rule, active = well fitted curve in the direction sought with a large enough effect; inconclusive = small, poorly fitted or top-dose-only effect, or another doubt; inactive = no such curve, though single readings can be large; an effect the other way counts as inactive or inconclusive.

entry	smiles	TrxR1 inh	TrxR1 substrate	Vif-A3F inh	USP1 inh	LDHA inh
1	Cc1ccc(NC(=O)CN2C(=O)C(c3ccc(C)cc3)=NC23CCCCCC3)cc1	-2%	-6%	.	-26%	-1
2	CS/C(=N\S(=O)(=O)c1cccs1)NC(=O)CSc1nc2ccccc2s1	16%&26%	6%	-4%&3%	-11%&-8%	-4&-11
3	COc1ccccc1/C=C1/SC(=O)N(CCC(=O)Nc2ccc(S(=O)(=O)Nc3nccs3)cc2)C1=O	3%	2%	0%	-26%	-5
4	CCO[C@@H]1OC(C(N)=O)=C[C@H](C2CCCCC2)[C@H]1CCCO	13%	8%	-17%	-22%	5
5	O=C(CN1C(=O)NC2(CCCC2)C1=O)OCc1ccccc1	14%	-1%	0%	-10%	-13
6	Fc1ccccc1-c1nc(-c2ccc(-c3nn[nH]n3)cc2)no1	3%	6%	8%	.	0
7	COc1cccc(-c2nc3c(c(SCC(=O)Nc4cc(C)ccc4C)n2)Cc2c(CO)cnc(C)c2O3)c1	14%	2%	8%	0%	-8
8	CCN1CCN(C(=S)NCCOC)CC1	-7%	2%	2%	-17%	-15

entry	IDH1 R132H inh	Vif-APOBEC3G blk	RGS4 inh	GRP78 ERSR act
1	.	.	1%	.
2	4%&-1%	1%&-8%	?	1%&2%
3	1%	0%	-16%	4%
4	14%	3%	6%	-2%
5	-3%	-8%	2%	-3%
6	.	0%	2%	3%
7	33%[activator]	8%	35%	-1%
8	-6%	0%	-13%[11.4 µM]	2%

Further results follow:
entry	smiles	TrxR1 inh	TrxR1 substrate	Vif-A3F inh	USP1 inh	LDHA inh
9	CCN1CCOC(=O)C1CC(=O)Nc1ccc(Br)cc1 (stereo unspecified)	71µM*	7%[11.4 µM]	1%	1%	0
10	Cc1ccc(C(=O)Nc2ccc(N3CCN(C)CC3)cc2)cc1	-15%	-10%	8%	-19%	2
11	O=C(Nc1ccc(NC(=S)NC(=O)C(c2ccccc2)c2ccccc2)cc1)c1ccccc1	-12%	-3%	2%	-20%	-5
12	CCc1ccc2nc(N(CCN(CC)CC)C(=O)c3ccco3)sc2c1	8%	-6%	0%	-9%	4
13	O=C(CSc1ncn[nH]1)Nc1ccc2c(c1)CCC2	-1%	-8%	-10%	2%	-3
14	CC(C)CN(CC(C)C)c1nnc(NC(=O)Nc2cccc(C(F)(F)F)c2)s1	-1%	-5%	3%	?	4
15	COc1ccc(N(CCC(=O)O)S(=O)(=O)c2ccc(C)cc2C)cc1	22%[57.1 µM]	5%[57.1 µM]	-26%	-16%	-8
16	CC(C)CC(=O)Nc1nnc(SCC(=O)Nc2nccs2)s1	-12%	-9%	2%	-10%	-1

entry	IDH1 R132H inh	Vif-APOBEC3G blk	RGS4 inh	GRP78 ERSR act
9	24%	-5%	-13%	-2%
10	7%	-5%	1%[56.9 µM]	-2%
11	-2%	-18%	-7%[11.4 µM]	-7%
12	1%	0%	-4%	-2%
13	6%	2%	0%	0%
14	2%	-3%	6%	-2%
15	5%	1%	-8%	-3%
16	7%	0%	-1%	-5%

The final four records of the part before lead into the next.
entry	smiles	TrxR1 inh	TrxR1 substrate	Vif-A3F inh	USP1 inh	LDHA inh
13	O=C(CSc1ncn[nH]1)Nc1ccc2c(c1)CCC2	-1%	-8%	-10%	2%	-3
14	CC(C)CN(CC(C)C)c1nnc(NC(=O)Nc2cccc(C(F)(F)F)c2)s1	-1%	-5%	3%	?	4
15	COc1ccc(N(CCC(=O)O)S(=O)(=O)c2ccc(C)cc2C)cc1	22%[57.1 µM]	5%[57.1 µM]	-26%	-16%	-8
16	CC(C)CC(=O)Nc1nnc(SCC(=O)Nc2nccs2)s1	-12%	-9%	2%	-10%	-1
17	COc1cc(C2OC(=O)c3ccccc3S2)cc(OC)c1OC (stereo unspecified)	-1%	1%	9%	-16%	-3
18	Nc1cc(N)nc(SCC(=O)NC2CCCCCCC2)n1	1%	-4%	5%	-17%	-2
19	CCOCCCn1c(=NC(=O)c2cccnc2)c(C(=O)OCC)cc2c(=O)n3ccccc3nc21	7%[11.4 µM]	74%[57.1 µM]	15%&0%	-22%&2%	-2&3
20	Cc1ccc(S(=O)(=O)Nc2ccc(S(=O)(=O)N3CCOCC3)cc2)cc1[N+](=O)[O-]	12%[57.1 µM]	9%[57.1 µM]	-34%	-19%	-7
21	N#Cc1ccccc1NC(=O)CC1c2ccccc2Oc2ccccc21	-1%	-7%	-5%	-17%	-7
22	NS(=O)(=O)c1ccc(NC(=S)NC(=O)c2ccc(Br)o2)cc1	-20%[57.1 µM]	2%	10%	-19%	-15
23	CC12CCC(C(=Nc3ccc(N=C4C(=O)C5(C)CCC4C5(C)C)cc3)C1=O)C2(C)C	19%	2%	3%	-18%	1
24	CC(C)CCC(O)(c1ccccc1)C(CN1CCOCC1)c1ccccc1 (stereo unspecified)	-4%[57.1 µM]	0%[57.1 µM]	-30%	-14%	-2

entry	IDH1 R132H inh	Vif-APOBEC3G blk	RGS4 inh	GRP78 ERSR act
13	6%	2%	0%	0%
14	2%	-3%	6%	-2%
15	5%	1%	-8%	-3%
16	7%	0%	-1%	-5%
17	-1%	1%	-6%	-3%
18	3%	2%	-3%	-2%
19	1%&1%	0%&0%	?	-3%&-3%
20	-6%	0%	0%	-2%
21	2%	2%	-1%	-3%
22	0%	-4%	?	-2%
23	3%	-2%	10%	-1%
24	-2%	-6%	-15%	5%

New compounds follow
entry	smiles	TrxR1 inh	TrxR1 substrate	Vif-A3F inh	USP1 inh	LDHA inh
25	CCOC(=O)c1nn(-c2ccc3c(c2)OCO3)cc1O	-13%	66%[activator]	4%	-8%	-3
26	COc1ccc(/C=C/C(=O)OCC(=O)Nc2ccc(Cl)cc2F)cc1S(=O)(=O)N1CCOCC1	-13%	-10%	-1%	-18%	-5
27	CN(CC1CCOCC1)C(=O)CC1C(=O)NCCN1Cc1cccc(F)c1 (stereo unspecified)	?	5%	-1%	-15%	2
28	NS(=O)(=O)c1ccc(NS(=O)(=O)c2ccc(NC(=O)C3CC3)cc2)cc1	16%	-1%	1%	-10%	-1
29	N#Cc1ccccc1NC(=O)COC(=O)c1c[nH]c2ccccc12	4%	-5%	-16%	0%	-4
30	CON1C(=O)C(=O)N(OC)C(C)(C)C1C (stereo unspecified)	16%	-5%	1%	?	-2
31	Cn1c(=O)c2c(SCC(=O)NCc3ccc(F)cc3)nc(-c3ccccc3Cl)nc2n(C)c1=O	8%[57.1 µM]	-6%[57.1 µM]	.	-11%	1
32	COc1cc(C(=O)OCCc2cc3ccccc3c(=O)o2)cc(OC)c1OC	7%	0%	0%	-18%	-18

entry	IDH1 R132H inh	Vif-APOBEC3G blk	RGS4 inh	GRP78 ERSR act
25	2%	-3%	-4%	-9%
26	1%	-6%	-25%	-2%
27	4%	-1%	-30%	-2%
28	2%	1%	10%	-2%
29	11%	0%	2%	0%
30	1%	1%	-25%	-2%
31	.	.	9%	.
32	18%	?	4%	-5%

(list continues)
entry	smiles	TrxR1 inh	TrxR1 substrate	Vif-A3F inh	USP1 inh	LDHA inh
33	O=C(O)c1cc(-c2ccccc2)n(-c2ccccc2)n1	-17%	-10%	.	-11%	1
34	O=C(Nc1cccc(S(=O)(=O)NC2=NCCC2)c1)c1cc(=O)[nH]c2ccccc12	10%	1%	0%	-14%	-3
35	COc1cc(NC(=S)NNC(=O)CC(C)C)c(OC)cc1Cl	7%	-3%	-11%	-12%	-4
36	COc1ccc(C(=O)N2C=Cc3ccccc3C2C#N)cc1 (stereo unspecified)	.	.	-7%	?	3
37	CCOCc1c(C(=O)OCC(=O)Nc2ccccc2C(N)=O)oc2ccccc12	32%	10%	7%	-25%	0
38	CCc1ccc(-c2cc3c(=O)n(CC(=O)NCCCN4CCC(Cc5ccccc5)CC4)nc(C)n3n2)cc1	28%	8%	-3%	-10%	0
39	Cc1ccc(C)c(NC(=O)C2CCCN(S(=O)(=O)c3c(C)noc3/C=C/N(C)C)C2)c1 (stereo unspecified)	-4%&-13%	-13%&-18%	?	-12%&14%	-9&-1

entry	IDH1 R132H inh	Vif-APOBEC3G blk	RGS4 inh	GRP78 ERSR act
33	6%	1%	-12%	-2%
34	4%	-5%	-4%	-3%
35	-2%	3%	-15%	-2%
36	3%	3%	.	1%
37	4%	-1%	7%	-4%
38	-5%	0%	-14%	-1%
39	1%&-12%	0%&-1%	31%&43%	-3%&-3%

Source: PubChem (National Center for Advancing Translational Sciences (NCATS))

Only part of the results is shown, so the mix of outcomes need not match the whole.
